KB-3-1 tox: KB-3-1 parental cell cytotoxicity; KB-3-1 viability, CellTiter-Glo ATP luminescence, 72 h; Potency, µM (top dose mostly 46.1 µM), inactives show at the highest dose activity change, negative = cytotoxic, hits mostly cytotoxic; 1.4% of 400,000 active; AID 1347075; further: potency means the concentration at half of the fitted maximal effect; on the % scale 0 is the no-effect control and ±100 the full control effect; nearly all actives have a fitted effect of over 60% in size
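Using CellTiter-Glo luminescence, growth of non-resistant KB-3-1 adenocarcinoma cells is assessed 72 h after pin-tool compound addition at 37 °C. Normalized responses across the concentration series yield fitted curves.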
HT1080 IDH1KD tx: HT-1080 IDH1 knockdown cell toxicity (counter line); HT-1080 IDH1 knockdown viability, ATP luminescence, 48 h; Potency, µM (series often up to 46.1 µM), inactives show at the top dose activity, negative = toxicity, most hits filed as cytotoxic; 2% of 360,000 active; AID 686971;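 further: potency means the concentration at half of the fitted maximal effect; 0% = DMSO wells and -100% = cell-free medium wells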
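Cytotoxicity counter-line: IDH1KD HT-1080, 48 h, CellTiter-Glo. Curves classed by r2, magnitude and activity.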
SW480 rereplic: DNA re-replication induction in SW480 cells; 1.8% of 340,000 active; Potency, µM (top dose mostly 46.1 µM), inactives show at the highest dose re-replication activation, usual class: activators; SW480 DNA re-replication, Hoechst DNA content imaging, 48 h; AID 624297; further: potency means the concentration at half of the fitted maximal effect; % of control where 0% means no effect; nearly all actives have a fitted effect of over 55% in size
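SW480 cells exposed to compounds for 48 hr at 37 C, 5% CO2, then Hoechst-stained 40 min. Nuclear DNA content imaged by fluorescence scanning (405 nm excitation, 500-530 nm emission); re-replication scored as increased high-intensity nuclei.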
KB-V1 cytotox: kills drug-selected multidrug resistant KB-V1 cells | Potency, µM (titrated, usually from 46.1 µM), for inactives: at the top dose activity change, negative = cytotoxicity, hits mostly cytotoxic | AID 1347076 | KB-V1 MDR cells viability, CellTiter-Glo, 72 h | 3.4% of 400,000 active; further: potency means the concentration at half of the fitted maximal effect; on the % scale 0 is the no-effect control and ±100 the full control effect; nearly all actives have a fitted effect of over 60% in size
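Following 72 h at 37 degrees C with compound, KB-V1 cell viability was read by CellTiter-Glo luminescence, medium being phenol-red-free DMEM plus 10% FBS; concentration-response parameters came from normalized, curve-fitted qHTS data.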
DRD3 agonist: activates the human D3 dopamine receptor; AID 652048; D3R DiscoveRx beta-arrestin cells, luminescence, 90 min; max activation, %; 0.58% of 410,000 active; P35462; in the data active means max activation above about 30%; further: 0% is about no effect; mostly tested at two doses, the higher about 12 µM
Target sequence (P35462 whole entry, looked up): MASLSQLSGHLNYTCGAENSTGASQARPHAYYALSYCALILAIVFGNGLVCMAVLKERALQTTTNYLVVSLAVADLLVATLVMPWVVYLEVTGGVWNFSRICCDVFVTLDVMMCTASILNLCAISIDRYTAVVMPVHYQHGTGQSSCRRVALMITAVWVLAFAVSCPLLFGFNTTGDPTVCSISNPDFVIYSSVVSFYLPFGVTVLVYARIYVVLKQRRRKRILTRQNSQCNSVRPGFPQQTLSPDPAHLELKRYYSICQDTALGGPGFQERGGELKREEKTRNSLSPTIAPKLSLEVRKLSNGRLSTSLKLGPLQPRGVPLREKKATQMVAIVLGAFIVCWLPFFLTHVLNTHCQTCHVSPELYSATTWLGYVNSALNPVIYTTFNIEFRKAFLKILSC
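Cells at 1500/well, incubated overnight, then treated with pinned compounds (dopamine as control) for 90 min at 37 degrees C. DiscoveRx reagent added for 30 - 60 minutes at room temperature; luminescence read.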
HT1080NT lethal: kills 2HG-producing HT-1080-NT fibrosarcoma cells | HT-1080-NT fibrosarcoma viability, CellTiter-Glo ATP luminescence, 48 h | Potency, µM (highest dose often 46.1 µM), for inactives: at the top dose activity, negative = less viability, most hits filed as cytotoxic | 1.6% of 360,000 active;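 further: NT is the 2HG producing partner of a matched IDH1 knockdown line; potency means the concentration at half of the fitted maximal effect; 0% = DMSO-treated cells and -100% = media-only wells without cells; nearly all actives have a fitted effect of over 55% in size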
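A 48-hour cytotoxicity screen used HT-1080-NT cells plated 2 hours before compound delivery. ATP-based CellTiter-Glo luminescence measured viability, normalized to DMSO and no-cell controls.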
GLP-1R agonist: agonists of human GLP-1 receptor; P43220; HEK293 GLP-1R CRE-luciferase, luminescence, 4-6 h; cells express a hypersensitive GLP-1R form; Potency, µM (highest dose often 45.6 µM), for inactives: at the top dose activation, usual class: activators; 0.007% of 380,000 active; AID 624172; further: potency means the concentration at half of the fitted maximal effect; % of control where 0% means no effect
Target sequence (P43220 whole entry, looked up): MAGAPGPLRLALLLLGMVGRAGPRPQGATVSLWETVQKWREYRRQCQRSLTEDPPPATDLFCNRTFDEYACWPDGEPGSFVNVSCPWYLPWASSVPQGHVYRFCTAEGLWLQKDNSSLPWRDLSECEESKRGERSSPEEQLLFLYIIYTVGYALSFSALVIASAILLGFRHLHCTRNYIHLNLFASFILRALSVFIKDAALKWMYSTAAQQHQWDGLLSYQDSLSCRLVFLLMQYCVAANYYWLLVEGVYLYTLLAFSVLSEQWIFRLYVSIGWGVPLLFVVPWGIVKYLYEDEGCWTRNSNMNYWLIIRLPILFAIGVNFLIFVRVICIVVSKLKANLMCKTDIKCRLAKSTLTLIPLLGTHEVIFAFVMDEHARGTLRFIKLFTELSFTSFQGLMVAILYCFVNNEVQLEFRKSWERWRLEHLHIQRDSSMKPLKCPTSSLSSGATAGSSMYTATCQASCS
DRD3 antagonist: blocks the human D3 dopamine receptor; D3R cells, DiscoveRx beta-arrestin luminescence, antagonist mode; hits give low values; P35462; 2.5% of 360,000 active; AID 652054; max response, negative = inhibition, %; in the data active means max response below about -50%; inconclusive means no clear call, values can overlap the other calls; further: on the % scale 0 is the no-effect control and ±100 the full control effect; mostly tested at two doses, the higher about 12 µM
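Cells expressing the human receptor were seeded at 1500 cells/well, incubated overnight at 37 degrees C in 5% CO2, then exposed to library compounds with dopamine controls for 90 minutes at 37 degrees C before luminescent detection.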
IL-1B inflam inh: inflammasome signaling inhibition, IL-1 beta readout. 4.7% of 360,000 active. THP-1 LPS/ATP IL-1B secretion, AlphaLISA, 16 h; hits give low values. AID 743279. activity change, % at 57.5 µM; in the data active means activity change below about -50%; inconclusive means mostly about -30% to -49%; further: on the % scale 0 is the no-effect control and ±100 the full control effect
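Secreted IL-1B measured by AlphaLISA bead assay after 16 h compound exposure of THP-1 cells; compounds (final up to 57.5 uM) added 1 h before LPS (250 ng/mL) and ATP (1.25 mM) stimulation; lower signal means less secretion.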
Numbers without * were called inactive; ? = inconclusive; · = not tested or not shown; [ ] = dose if it differs, or a comment. Unless noted, the call rests on the fitted dose curve; in most records, active means well fitted curve in the direction sought with a large enough effect; inconclusive means small, poorly fitted or top-dose-only effect, or another doubt; inactive means no such curve, though single readings can be large; an effect the other way counts as inactive or inconclusive.

Start of the data: the first three compounds, ahead of the listing:
SMILES	KB-3-1 tox	HT1080 IDH1KD tx	SW480 rereplic	KB-V1 cytotox	DRD3 agonist	HT1080NT lethal	GLP-1R agonist	DRD3 antagonist	IL-1B inflam inh
NC(=O)COc1ccc(/C=N\NC(=O)CC(=O)NCCc2ccccc2)cc1	8%	5%	-3%	24%	0	9%	6%	-3	18
OC1COCOC1C(O)C1OCOCC1O (stereo not given)	9%	13%	-14%	23%	1	21%	0%	2	-3
NC(=O)C(F)(F)C12OC3C4C5CC(C6C5C3C61)C42 (stereo not given)	4%	2%	?	17%	3	2%	-1%	12	13

The list itself, from the start:
SMILES	KB-3-1 tox	HT1080 IDH1KD tx	SW480 rereplic	KB-V1 cytotox	DRD3 agonist	HT1080NT lethal	GLP-1R agonist	DRD3 antagonist	IL-1B inflam inh
NC(=O)COc1ccc(/C=N\NC(=O)CC(=O)NCCc2ccccc2)cc1	8%	5%	-3%	24%	0	9%	6%	-3	18
OC1COCOC1C(O)C1OCOCC1O (stereo not given)	9%	13%	-14%	23%	1	21%	0%	2	-3
NC(=O)C(F)(F)C12OC3C4C5CC(C6C5C3C61)C42 (stereo not given)	4%	2%	?	17%	3	2%	-1%	12	13
OCc1ccccc1CNCc1ccccc1	-7%	21%[9.24 µM]	-1%	10%	-11	0%	0%	-17	-1
CN(C)S(=O)(=O)c1ccc(Cl)c(NC(=O)CN2CCC(Cc3ccccc3)CC2)c1	2%	-27%	2%	?	1	-26%	?	3	2
Cc1cc(C)c(NC(=O)CSc2nnnn2-c2cccnc2)c(C)c1	20%	5%	-12%	18%	0	-5%	12%	-4	20
CCOC(=O)Cn1c(CCC(=O)O)ccc1-c1ccc(F)cc1	13%	6%	-4%	11%	5	1%	-1%	36	11
Cc1ccccc1N1CC(C(=O)Nc2nnc(SCCN3CCOCC3)s2)CC1=O (stereo not given)	7%	14%	-8%	18%	2	30%	2%	3	12
Fc1ccccc1NC(=S)N(CCN1CCCCCC1)Cc1cccs1	-3%	16%	-12%	-9%	-6	-1%	4%	16	0
CCNc1nc(Oc2ccc(C#N)cc2)cc(C(F)(F)F)n1	18µM*	-11%	9%	3.3µM*	1	-14%	17%	-7	-57*
COCc1cc(C)nc2sc(C(=O)Nc3ccccc3OC)c(N)c12	3%	-5%	21µM*	-13%	2	-6%	23%	7	-15
CC1CCc2nc(N)c(C#N)c(-c3cccnc3)c2C1 (stereo not given)	23%	3%	-3%	-5%	6	7%	-3%	24	15
CCc1ccc(CN(C(=O)COc2c(C)cccc2C)C2CCS(=O)(=O)C2)cc1 (stereo not given)	-1%	-16%	-2%	-4%	1	0%	4%	1	?
CC1(C)CC(=O)C(C=NCCN2CCN(C(=O)CCl)CC2)=C(O)C1	-12%	-1%	4%	15%	-4	-9%	11%	-12	0
O=C(/C=C/c1ccc2c(c1)OCO2)N1CCN(c2n[nH]c(=O)[nH]c2=O)CC1	-1%	7%	-2%	18%	6	8%	9%	0	8
C#CCN(C[C@@H]1[C@@H](OC(=O)NCc2ccco2)[C@@H](OC(=O)NCc2ccco2)Cn2c(=O)ccc(=O)n21)S(=O)(=O)c1ccc(C)cc1	16µM*	?	·	-7%	5	15µM*	-4%	-3	-109*
C[C@H](CO)N1C[C@H](C)[C@@H](CN(C)Cc2ccc(C(=O)O)cc2)OCc2cnnn2CCCC1=O	1%	0%	·	5%	-6	3%	9%	-10	15
Cc1cc(NC(=O)CN2CCN(C)CC2)no1	0%	2%	-21%	3%	-5	4%	-1%	-14	-10
O=C(/C=C/c1ccccc1)Nc1ccc(N2CCCCC2)cc1	-2%	-23%	2%	1%	-25	-22%	1%	?	0
O=C(O)c1ccc(N2C(=O)c3[nH]nc(-c4ccccc4)c3C2c2ccccc2)cc1 (stereo not given)	-44%	1%	-20%	-13%	-8	-2%	-5%	-9	0
O=C(CCNC(=O)c1ccccc1)Nc1ccc(S(=O)(=O)Nc2ncccn2)cc1	-1%	3%	2%	-8%	-11	3%	1%	3	12
COc1ccc(Oc2nc(C(F)(F)F)nc3ccccc23)cc1	-12%	-2%	2%	-2%	6	-2%	2%	?	-17
CCCCNC(=O)CNC(=O)c1nn(-c2ccc(OC)cc2OC)c(=O)c2ccccc12	2%	4%	-23%	13%	9	1%	13%	18	3
N/C(=N\OC(=O)c1ccco1)c1ccccn1	1%	4%	2%	?	-1	-7%	-10%	-3	-16

Single values from the results shown.
Result for COc1ccc(Oc2nc(C(F)(F)F)nc3ccccc23)cc1 under GLP-1R agonist: 2%
Result for O=C(/C=C/c1ccc2c(c1)OCO2)N1CCN(c2n[nH]c(=O)[nH]c2=O)CC1 under KB-V1 cytotox: 18%
Result for CCCCNC(=O)CNC(=O)c1nn(-c2ccc(OC)cc2OC)c(=O)c2ccccc12 under DRD3 agonist: 9
Result for N/C(=N\OC(=O)c1ccco1)c1ccccn1 under SW480 rereplic: 2%
Result for CCNc1nc(Oc2ccc(C#N)cc2)cc(C(F)(F)F)n1 under DRD3 agonist: 1
Result for OC1COCOC1C(O)C1OCOCC1O (stereo not given) under GLP-1R agonist: 0%
Result for Cc1ccccc1N1CC(C(=O)Nc2nnc(SCCN3CCOCC3)s2)CC1=O (stereo not given) under DRD3 agonist: 2

Further results:
SMILES	KB-3-1 tox	HT1080 IDH1KD tx	SW480 rereplic	KB-V1 cytotox	DRD3 agonist	HT1080NT lethal	GLP-1R agonist	DRD3 antagonist	IL-1B inflam inh
CC1CCCCC12NC(=O)N(CC(=O)NCc1cccs1)C2=O (stereo not given)	3%	8%	·	16%	-1	8%	-3%	3	10
CC(NC(=O)CCl)c1ccc(Cl)c(Cl)c1 (stereo not given)	?	16µM*	?	-24%	-24	?	-2%	?	-103*
CCc1nc(N2CCN(C(=O)c3ccco3)CC2)c2c3c(sc2n1)CCCC3	?	-7%	0%	?	4	-11%	9%	23	-20
Cn1c(=O)cc(N2CCOCC2)[nH]c1=O	-3%	-4%	0%	-2%	-5	1%	-2%	0	-27
Cc1cnc(C(=O)N2CCN(S(=O)(=O)c3cccc(Br)c3)CC2)cn1	-1%	7%	-5%	-9%	-11	6%	4%	-11	10
COc1cc2c(cc1OC)CN(c1nc(CN3CCOCC3)nc3sc4c(c13)CCC(C)C4)CC2 (stereo not given)	?	?	?	-17%	-5	?	23%	14	-68*
COc1ccc(C2CC(C)=C(C#N)S(=O)(=O)C2C#N)cc1 (stereo not given)	16%	-14%	-7%	?	-1	-2%	6%	16	-14
Cn1c(NC(=O)c2ccccc2)c(-c2ccccn2)c(=O)c2ccccc21	-12%	18%	-17%	10%	2	6%	-10%	16	2
CCOC(=O)C1CCN(C(=O)COC(=O)c2ccccc2C(=O)c2ccc(Cl)cc2)CC1	2%	7%	1%	-24%	6	7%	-6%	-1	-4
Cc1onc(-c2c(Cl)cccc2Cl)c1C(=O)Nc1nccs1	-16%	-12%	-2%	-28%	0	-23%	16%	15	27
CCCN(CC(=O)Nc1ccccc1OC)C(=O)c1ccc2c(c1)NC(=O)C(C)S2 (stereo not given)	2%	4%	-35%[inhibitor]	-6%	-9	0%[9.24 µM]	2%	6	-5
CC(C)(C)c1nn(-c2ccccc2)c2[nH]c(=O)c(CNc3ccc4c(c3)OCCO4)cc12	1%	?	0%	0%	-46	?	3%	-75*	28
COc1ccc(CN2CCNC(=O)C2CC(=O)NCc2cn[nH]c2-c2ccccc2)c(F)c1 (stereo not given)	0%	14%	-18%	?	3	-1%	4%	7	15
Cc1ccc(S(=O)(=O)N2CCCC2)cc1C(=O)N1CCN(Cc2ccccc2)CC1	?	3%	-2%	9%	-4	0%	6%	-15	-14
CC(NC(=O)C1CCN(C(=O)Nc2ccccc2)CC1)c1ccccc1Cl (stereo not given)	-3%	1%	·	2%	2	-2%	2%	6	-19
O=C(NNC(=O)C(O)c1ccccc1)NC1CCCCC1 (stereo not given)	2%	2%	-1%	?	9	16%	1%	12	14
N#CCC(=O)N/N=C/c1cccc(Oc2ccccc2)c1	2%	-16%	5%	2%	4	-13%	13%	-12	16
COc1cc(C#N)c(NC(=O)CN2CCC(C(N)=O)CC2)cc1OC	7%	6%	-5%	0%	-5	8%	-2%	18	18
Cc1ccc(NC(=O)CCC(=O)N/N=C/c2ccco2)c(C)c1	6%	18%	2%	6%	2	12%	-1%	17	5
COc1ccc(C(C)=O)cc1Cn1c(=O)cc(C)[nH]c1=O	4%	1%	-43%[inhibitor]	11%	4	0%	11%	6	18
CCC1(c2ccccc2)NC(=O)N(CC(=O)Nc2nnc(C3CC3)s2)C1=O (stereo not given)	-12%	2%	1%	0%	5	2%	2%	20	21
COc1ccc(CCNc2cc(C)nc3c(-c4ccc(Cl)cc4)cnn23)cc1OC	-10%	-28%	0%	-8%	10	?	-4%	42	-15
Cc1cc(C)c(C(=O)COC(=O)CCn2c(C)csc2=O)cc1C	6%	-7%	5%	2%	3	-2%	2%	11	11

Bioassay records (PubChem BioAssay)

Hits appear at their usual frequency, and some 12% of all compounds hit somewhere here.
